Screens (PubChem BioAssay)
STAT3 inh: IL-6 driven STAT3 reporter inhibitors, primary screen, U3A cells, luciferase, luminescence, MLSCN library | AID 862, 2007 | inhibition, % at 5.5 µM | IL-6 STAT3-luciferase reporter; host cell line lacks STAT1 | 190,000 tested, 0.89% active;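 active means inhibition above the mean inhibition across all screened compounds plus 3 SD, cut at about 44% in these data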;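 further: 0% = DMSO only wells and 100% = 100 µM nifuroxazide control wells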
ROMK mod: ROMK potassium channel modulators, primary screen, cell-based, thallium flux, MLSMR library. ATP-sensitive inward rectifier potassium channel 1 (Homo sapiens), P48048. Tet-inducible ROMK, thallium flux fluorescence; actives lie on both sides. B-score at 10 µM. 130,000 tested, 2% active;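 active means signal ratio slope over the read window, or its plate-corrected B-score, at least 3 SD from the plate mean, either direction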;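 further: B-score of the F/F0 ratio slope over 7 to 12 s after thallium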
Target sequence (P48048 whole entry, looked up): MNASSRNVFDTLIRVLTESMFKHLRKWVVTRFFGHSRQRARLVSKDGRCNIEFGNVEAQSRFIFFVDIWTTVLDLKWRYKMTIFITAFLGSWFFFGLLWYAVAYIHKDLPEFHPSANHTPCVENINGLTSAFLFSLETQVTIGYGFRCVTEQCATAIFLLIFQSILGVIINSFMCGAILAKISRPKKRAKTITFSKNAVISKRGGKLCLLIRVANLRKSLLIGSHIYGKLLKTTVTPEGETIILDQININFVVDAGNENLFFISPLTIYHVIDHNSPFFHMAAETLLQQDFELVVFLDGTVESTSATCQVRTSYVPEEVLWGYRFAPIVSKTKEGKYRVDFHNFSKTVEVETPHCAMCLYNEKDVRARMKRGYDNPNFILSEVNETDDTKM
STAT1 inh: STAT1 signaling inhibitors, primary screen, cell-based, HTS, luciferase reporter; AID 920, 2007; 200,000 tested, 0.35% active; inhibition, % at 5.5 µM; NIH 3T3 STAT1-luciferase reporter, IFN-gamma, luminescence;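 active means inhibition above a set limit, the mean inhibition across all tested compounds plus 3 SD, cut at about 34% in these data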;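 further: 0% = IFN-gamma with DMSO and 100% = IFN-gamma with 300 µM nifuroxazide; values of inactives mirror those of a sister screen read the other way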
STAT3 activator: IL-6 driven STAT3 reporter potentiators, primary screen, U3A cells, luciferase, luminescence, MLSCN library. 190,000 tested, 0.91% active. activation (% of control), % at 5.6 µM. IL-6 STAT3-luciferase reporter; 100% = signal with IL-6 EC80 alone;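 active means activation above the screen-wide mean of compound activation plus 3 SD, cut at about 130% in these data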;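 further: 0% = background luminescence of wells with medium and substrate only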
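Material: human STAT1-deficient U3A cells with stable STAT3-luciferase reporter / Probe or stimulus: IL-6 stimulus at 33 ng/mL final / Schedule: 1 h compound pre-exposure, 6 h IL-6 stimulation, 37 °C / Technique: luminescence / Read-out basis: percent of IL-6-only median luminescence / Control set: IL-6-only high control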
PPARg SRC-3 ag: PPARgamma agonists recruiting SRC-3 coactivator, primary screen, biochemical | Peroxisome proliferator-activated receptor gamma (Homo sapiens), P37231 | biochemical PPARgamma/SRC-3 coactivator recruitment assay | activation, % at 8 µM | 200,000 tested, 0.26% active | AID 731, 2007; in the data active means activation above about 23%;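 further: 0% = DMSO and 100% = reference agonist; some compounds past the cut are filed as inactive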
Target sequence (P37231 whole entry, looked up): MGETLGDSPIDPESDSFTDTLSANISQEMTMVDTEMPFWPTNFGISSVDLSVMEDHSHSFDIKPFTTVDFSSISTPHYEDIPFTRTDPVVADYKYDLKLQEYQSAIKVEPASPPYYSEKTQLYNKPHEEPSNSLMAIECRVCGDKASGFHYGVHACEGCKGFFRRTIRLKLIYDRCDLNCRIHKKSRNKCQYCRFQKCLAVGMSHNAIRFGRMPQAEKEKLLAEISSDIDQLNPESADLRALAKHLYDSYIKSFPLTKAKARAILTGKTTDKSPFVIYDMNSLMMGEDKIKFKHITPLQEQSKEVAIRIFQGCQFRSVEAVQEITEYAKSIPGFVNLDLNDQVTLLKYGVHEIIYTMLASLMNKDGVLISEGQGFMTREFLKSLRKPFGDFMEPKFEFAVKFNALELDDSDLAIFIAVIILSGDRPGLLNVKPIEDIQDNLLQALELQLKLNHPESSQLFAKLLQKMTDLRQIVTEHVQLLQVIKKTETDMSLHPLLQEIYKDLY
bIAP activator: bovine intestinal alkaline phosphatase activators, primary screen, biochemical, bovine IAP, CDP-star luminescence. AID 1016, 2008. alkaline phosphatase, intestinal [Bos taurus]. purified bovine IAP, 30 min; hits give high values; fold of DMSO-control signal, blank-subtracted. activation factor at 20 µM. 200,000 tested, 0.17% active;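 active means activation factor of 2 or more at 20 µM, a signal rise over negative controls twice the positive control's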
TNAP act hi DEA: TNAP activators at high phosphate acceptor level, primary screen, biochemical, luminescence, uHTS; Alkaline phosphatase, tissue-nonspecific isozyme (Homo sapiens), P05186; purified TNAP, CDP-star luminescence, 1 M DEA, 30 min; hits give high values; 0 = EDTA background, 1 = DMSO-only activity; activation factor at 20 µM; 200,000 tested, under 10 active; AID 1136, 2008;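 active means activation factor at least 2 at 20 µM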
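Measured by: Luminescent substrate turnover signal | Test system: Human TNAP | Input: TNAP 1/800 final | Dosing: 20 µM single point | Schedule: 30 min, room temperature | Controls: EDTA wells as negative control, DMSO wells as positive control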
bIAP inhibitor: bovine intestinal alkaline phosphatase inhibitors, primary screen, selectivity assay for TNAP inhibitor project, biochemical, bovine IAP, CDP-star luminescence; 190,000 tested, under 10 active; inhibition, % at 20 µM; AID 1019, 2008; purified bovine IAP, 30 min;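 active means over 50% inhibition of intestinal alkaline phosphatase at 20 µM in the single-dose screen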
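Assay system – bovine IAP enzyme · Quantity – bovine IAP at 1/65,000,000 final dilution · Detection – CDP-star luminescence signal · Times – 30 min reaction at room temperature · Also added – CDP-star substrate at 30 µM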
PPARg SRC-2 ag: agonists of PPARg-SRC-2 recruitment, primary screen, biochemical, HTS | Peroxisome proliferator-activated receptor gamma (Homo sapiens), P37231 | PPARgamma LBD-SRC-2 recruitment | activation, % at 8 µM | 200,000 tested, 0.34% active | AID 1032, 2008; in the data active means activation above about 22%;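 further: 0% = vehicle and 100% = reference agonist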
PPARg SRC1 recr: PPARgamma agonists recruiting SRC-1 coactivator, primary screen, biochemical; Peroxisome proliferator-activated receptor gamma (Homo sapiens), P37231; PPARgamma-SRC-1 coactivator recruitment biochemical assay; activation, % at 8 µM; 200,000 tested, 0.41% active; in the data active means activation above about 19%;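 further: 0% = DMSO and 100% = reference agonist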
TR-FRET SRC-2 ct: TR-FRET signal artefacts, primary screen, artefact control for PPARgamma SRC-2 agonist project, biochemical; TR-FRET artefact counter-screen; hits give high values; TR-FRET ratio at 8 µM; 200,000 tested, 0.4% active; in the data active means TR-FRET ratio above about 2000; further: inactives centre near 1500
Active calls of the source: *.

How did C=C(C)COc1ccc2c3c(c(=O)oc2c1OCC(=C)C)CCC3 do in these assays?
STAT3 inh: 7; ROMK mod: 0.05; STAT1 inh: 0; STAT3 activator: 98; PPARg SRC-3 ag: -2; bIAP activator: 0.9; TNAP act hi DEA: 1; bIAP inhibitor: 8; PPARg SRC-2 ag: -6; PPARg SRC1 recr: 5; TR-FRET SRC-2 ct: 1633

What do the screens show for `COc1cccc(CNc2ccc(F)c(Cl)c2)c1`?
STAT3 inh: 2; STAT1 inh: 3; STAT3 activator: 105; PPARg SRC-3 ag: 4; bIAP activator: 0.5; TNAP act hi DEA: 1; PPARg SRC-2 ag: 5; PPARg SRC1 recr: 6; TR-FRET SRC-2 ct: 1626

What do the screens show for `COc1cccc(CNC(=O)CCSCc2ccccc2F)c1`?
STAT3 inh: 3; ROMK mod: -0.57; STAT1 inh: 2; STAT3 activator: 109; PPARg SRC-3 ag: 10; bIAP activator: 0.7; TNAP act hi DEA: 1; bIAP inhibitor: 31; PPARg SRC-2 ag: 3; PPARg SRC1 recr: 3; TR-FRET SRC-2 ct: 1368

How did COc1ccc(CCN2C(=O)CC(NCc3ccc4c(c3)OCO4)C2=O)cc1OC (centres undefined) do in these assays?
STAT3 inh: 1; ROMK mod: -0.022; STAT1 inh: -4; STAT3 activator: 100; PPARg SRC-3 ag: 3; bIAP activator: 1; TNAP act hi DEA: 1.1; bIAP inhibitor: 3; PPARg SRC-2 ag: -5; PPARg SRC1 recr: 1; TR-FRET SRC-2 ct: 1562

Results for CCCCc1cc(=O)oc2cc(O)cc(O)c12 ?
STAT3 inh: 18; ROMK mod: -1; STAT1 inh: -10; STAT3 activator: 94; PPARg SRC-3 ag: 13; bIAP activator: 0.9; TNAP act hi DEA: 1; bIAP inhibitor: 7; PPARg SRC-2 ag: 20; PPARg SRC1 recr: 28*; TR-FRET SRC-2 ct: 2054*

How did C=CCn1c(=N)n(CC(=O)OCC)c2ccccc21 do in these assays?
STAT3 inh: -6; STAT1 inh: -3; STAT3 activator: 110; PPARg SRC-3 ag: -4; bIAP activator: 1; TNAP act hi DEA: 1.1; bIAP inhibitor: 2; PPARg SRC-2 ag: 1; PPARg SRC1 recr: -14; TR-FRET SRC-2 ct: 1477

How did COc1cc(C(=O)N[C@H](C(=O)NC(C)C23CC4CC(CC(C4)C2)C3)C(C)C)cc(OC)c1OC (some centres undefined) do in these assays?
STAT3 inh: -1; ROMK mod: 1.4; STAT1 inh: 5; STAT3 activator: 101; PPARg SRC-3 ag: 6; bIAP activator: 1.1; TNAP act hi DEA: 1; bIAP inhibitor: -13; PPARg SRC-2 ag: 12; PPARg SRC1 recr: 4; TR-FRET SRC-2 ct: 1556

Results for Cn1c(-c2ccccc2)c(C=O)c2ccccc21 ?
STAT3 inh: -12; ROMK mod: -0.22; STAT1 inh: -3; STAT3 activator: 113; PPARg SRC-3 ag: -1; bIAP activator: 0.9; TNAP act hi DEA: 1; bIAP inhibitor: 7; PPARg SRC-2 ag: 0; PPARg SRC1 recr: 6; TR-FRET SRC-2 ct: 1598

What do the screens show for `CCOC(=O)C1CCCN(C(=S)Nc2ccc(OC)cc2)C1` (centres undefined)?
STAT3 inh: 14; ROMK mod: 0.3; STAT1 inh: 3; STAT3 activator: 95; PPARg SRC-3 ag: 6; bIAP activator: 1; TNAP act hi DEA: 1; bIAP inhibitor: -2; PPARg SRC-2 ag: 3; PPARg SRC1 recr: 4; TR-FRET SRC-2 ct: 1752

Results for O=C(NC1CCCCC1)N1CCC(c2nc3ccc(Cl)cc3[nH]2)CC1 ?
STAT3 inh: 3; STAT1 inh: -1; STAT3 activator: 100; PPARg SRC-3 ag: 5; bIAP activator: 0.9; TNAP act hi DEA: 1; bIAP inhibitor: 7; PPARg SRC-2 ag: -4; PPARg SRC1 recr: 5; TR-FRET SRC-2 ct: 1542

How did CN(CC(=O)OCC(=O)Nc1ccccc1)S(=O)(=O)c1ccc(Cl)cc1 do in these assays?
STAT3 inh: 4; ROMK mod: 0.1; STAT1 inh: -6; STAT3 activator: 98; PPARg SRC-3 ag: 4; bIAP activator: 0.9; TNAP act hi DEA: 1; bIAP inhibitor: 5; PPARg SRC-2 ag: -9; PPARg SRC1 recr: -4; TR-FRET SRC-2 ct: 1538

What do the screens show for `N=C1C(=O)OCC1c1ccccc1NC(=O)CN1CCCCC1` (centres undefined)?
STAT3 inh: -5; ROMK mod: -0.073; STAT1 inh: 15; STAT3 activator: 108; PPARg SRC-3 ag: 0; bIAP activator: 0.9; TNAP act hi DEA: 1; bIAP inhibitor: 7; PPARg SRC-2 ag: -5; PPARg SRC1 recr: 5; TR-FRET SRC-2 ct: 1478

How did O=C(NC(=S)N1CCN(c2ccccn2)CC1)c1ccco1 do in these assays?
STAT3 inh: 3; STAT1 inh: -12; STAT3 activator: 101; PPARg SRC-3 ag: 4; bIAP activator: 1; TNAP act hi DEA: 1.1; bIAP inhibitor: 1; PPARg SRC-2 ag: 0; PPARg SRC1 recr: 0; TR-FRET SRC-2 ct: 1617

Results for O=C(Oc1ccc([N+](=O)[O-])cc1)c1cncc(Br)c1 ?
STAT3 inh: 0; STAT1 inh: -10; STAT3 activator: 99; PPARg SRC-3 ag: 5; bIAP activator: 1; TNAP act hi DEA: 1; bIAP inhibitor: 4; PPARg SRC-2 ag: -6; PPARg SRC1 recr: 9; TR-FRET SRC-2 ct: 1571

Results for CCOc1ccccc1CN1CCN(C/C=C/c2ccc(OC)cc2)CC1CCO (centres undefined) ?
STAT3 inh: 3; ROMK mod: -1.5; STAT1 inh: 0; STAT3 activator: 103; PPARg SRC-3 ag: 1; bIAP activator: 1.3; TNAP act hi DEA: 1.1; bIAP inhibitor: -31; PPARg SRC-2 ag: 2; PPARg SRC1 recr: 18; TR-FRET SRC-2 ct: 1521

Results for Cc1cc(Nc2cc(C(=O)O)ccc2C)n2ncnc2n1 ?
STAT3 inh: 12; STAT1 inh: -2; STAT3 activator: 95; PPARg SRC-3 ag: 7; bIAP activator: 1; TNAP act hi DEA: 1; bIAP inhibitor: 3; PPARg SRC-2 ag: 3; PPARg SRC1 recr: -5; TR-FRET SRC-2 ct: 1447

Results for O=C(/C=C/c1ccc(S(=O)(=O)N2CCOCC2)cc1)NCCCn1ccnc1 ?
STAT3 inh: 1; ROMK mod: 0.46; STAT1 inh: -4; STAT3 activator: 103; PPARg SRC-3 ag: -4; bIAP activator: 0.9; TNAP act hi DEA: 1; bIAP inhibitor: 8; PPARg SRC-2 ag: 4; PPARg SRC1 recr: 0; TR-FRET SRC-2 ct: 1486

What do the screens show for `O=C1NC2(CCCCC2)C(=O)N1/N=C/c1ccc(O)cc1O`?
STAT3 inh: -6; ROMK mod: 0.61; STAT1 inh: -1; STAT3 activator: 102; PPARg SRC-3 ag: -16; bIAP activator: 1.4; TNAP act hi DEA: 1.1; bIAP inhibitor: -42; PPARg SRC-2 ag: -3; PPARg SRC1 recr: 13; TR-FRET SRC-2 ct: 1489

How did CN(C)CCN1C(=O)C(=O)/C(=C(/O)c2ccc(OCc3ccccc3)cc2)C1c1ccncc1 (centres undefined) do in these assays?
STAT3 inh: 5; STAT1 inh: 7; STAT3 activator: 101; PPARg SRC-3 ag: -3; bIAP activator: 1; TNAP act hi DEA: 1; bIAP inhibitor: -2; PPARg SRC-2 ag: 4; PPARg SRC1 recr: -2; TR-FRET SRC-2 ct: 1838

Results for CCC(C)NC(=O)C1CCCN(C(=O)NC2CCCCC2)C1 (centres undefined) ?
STAT3 inh: 11; STAT1 inh: 6; STAT3 activator: 94; PPARg SRC-3 ag: -5; bIAP activator: 1; TNAP act hi DEA: 1.1; bIAP inhibitor: -3; PPARg SRC-2 ag: 4; PPARg SRC1 recr: 2; TR-FRET SRC-2 ct: 1625

Pulled by structure from the entries so far:
How did O=C(NC(=S)N1CCN(c2ccccn2)CC1)c1ccco1 do in these assays?
STAT3 inh: 3; STAT1 inh: -12; STAT3 activator: 101; PPARg SRC-3 ag: 4; bIAP activator: 1; TNAP act hi DEA: 1.1; bIAP inhibitor: 1; PPARg SRC-2 ag: 0; PPARg SRC1 recr: 0; TR-FRET SRC-2 ct: 1617

How did C=CCn1c(=N)n(CC(=O)OCC)c2ccccc21 do in these assays?
STAT3 inh: -6; STAT1 inh: -3; STAT3 activator: 110; PPARg SRC-3 ag: -4; bIAP activator: 1; TNAP act hi DEA: 1.1; bIAP inhibitor: 2; PPARg SRC-2 ag: 1; PPARg SRC1 recr: -14; TR-FRET SRC-2 ct: 1477

More compounds follow:
What do the screens show for `COc1ccc(C(=O)NC(C)c2nc3ccccc3n2C)cc1OC` (centres undefined)?
STAT3 inh: -5; STAT1 inh: 1; STAT3 activator: 110; PPARg SRC-3 ag: -6; bIAP activator: 1; TNAP act hi DEA: 1.1; bIAP inhibitor: -4; PPARg SRC-2 ag: 1; PPARg SRC1 recr: 0; TR-FRET SRC-2 ct: 1484

How did c1ccc(-c2nnc(SCC3CCCCO3)nc2-c2ccccc2)cc1 (centres undefined) do in these assays?
STAT3 inh: 0; ROMK mod: 0.24; STAT1 inh: 4; STAT3 activator: 104; PPARg SRC-3 ag: 2; bIAP activator: 0.9; TNAP act hi DEA: 1.1; bIAP inhibitor: 8; PPARg SRC-2 ag: 10; PPARg SRC1 recr: 0; TR-FRET SRC-2 ct: 1500

What do the screens show for `Cc1cc(C(=O)N/N=C/c2cccc(OC(=O)c3ccco3)c2)n[nH]1`?
STAT3 inh: 16; ROMK mod: 0.21; STAT1 inh: 2; STAT3 activator: 92; PPARg SRC-3 ag: 4; bIAP activator: 1.1; TNAP act hi DEA: 1.1; bIAP inhibitor: -11; PPARg SRC-2 ag: 7; PPARg SRC1 recr: 4; TR-FRET SRC-2 ct: 1573

Results for O=C(COc1ccc2ccccc2c1)Nc1cccc(C(=O)Nc2ccccc2C(=O)O)c1 ?
STAT3 inh: 0; ROMK mod: 0.45; STAT1 inh: 4; STAT3 activator: 99; PPARg SRC-3 ag: 0; bIAP activator: 0.9; TNAP act hi DEA: 1; bIAP inhibitor: 11; PPARg SRC-2 ag: -3; PPARg SRC1 recr: 6; TR-FRET SRC-2 ct: 1569
